NCOA2 inhibitor: inhibits human steroid receptor coactivator 2 | 0.17% of 370,000 active | HEK293 GAL4-SRC2 luciferase reporter, luminescence | AID 651957 | Q15596 | inhibition, % at 9 µM;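 active means inhibition above the mean inhibition of all tested compounds plus 3 SD, set per campaign, cut at about 52% in these data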;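 further: 0% = DMSO treated cells and 100% = cells given Gossypol at 36 µM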
ABCB6 inh MLPCN: blocks the human ABCB6 transporter | Q9NP58 | K562-ABCB6 porphyrin accumulation, flow cytometry, 1 h; active compounds read low | fluorescence ratio to DMSO, % at 10 µM | 0.19% of 360,000 active;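 active means fluorescence ratio to DMSO below 75%, the collection mean minus 3 SD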;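 further: signal is porphyrin accumulated inside mitochondria; 100% equals median channel fluorescence of DMSO control wells; lower ratio means ABCB6 inhibition with less porphyrin fluorescence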
ABHD5-PLIN5 inh: ABHD5-PLIN5 protein interaction inhibition | Q00G26+Q8WTS1 | Split G. princeps luciferase complementation, luminescence, 4 h | inhibition, % at 4 µM | 0.78% of 360,000 active;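 active means inhibition above the mean inhibition across every tested compound plus 3 SD, cut at about 22% in these data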;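 further: 0% = DMSO only wells and the 100% control is not disclosed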
MC4R antagonist: antagonists of human melanocortin 4 receptor (MC4R). MC4R-expressing cells, MTII-stimulated cAMP, LANCE TR-FRET. inhibition, % at 6.5 µM. 0.48% of 360,000 active;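 active means inhibition above its plate's cutoff, the mean of tested wells on that plate plus 3 SD, cut at about 29% in these data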;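 further: 0% = Melanotan II alone and 100% = Melanotan II plus saturating MCL0020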
Target sequence (P32245 whole entry, looked up): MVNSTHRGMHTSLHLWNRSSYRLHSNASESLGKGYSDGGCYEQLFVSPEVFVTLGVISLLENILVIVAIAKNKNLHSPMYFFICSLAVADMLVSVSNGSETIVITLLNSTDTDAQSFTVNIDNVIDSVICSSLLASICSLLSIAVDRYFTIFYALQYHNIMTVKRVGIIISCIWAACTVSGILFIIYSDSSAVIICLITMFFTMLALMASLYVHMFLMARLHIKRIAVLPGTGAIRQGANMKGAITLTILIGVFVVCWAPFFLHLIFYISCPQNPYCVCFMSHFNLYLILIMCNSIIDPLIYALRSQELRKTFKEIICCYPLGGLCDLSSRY
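System: U2OS-MC4R stable cell line; Technique: Eu-cAMP/anti-cAMP TR-FRET, emission 671 nm; Repeats: single well per compound; Also added: Melanotan II; Dosing: one concentration, 6.5 µM nominal; Schedule: 30-min compound, 1-h challenge, 1-h detection, room temperature.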
MC4R ag barr: agonists of human melanocortin 4 receptor (MC4R) beta-arrestin; P32245; U2OS MC4R beta-arrestin complementation, luminescence; percent of melanotan II response, DMSO zero; activation, % at 8.9 µM; 0.98% of 360,000 active; AID 540308;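 active means activation above a per-plate cutoff, the mean activation of sample wells on that plate plus 3 SD, cut at about 8% in these data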
N-glyco inh: blocks N-linked glycosylation in D54 reporter cells | 0.23% of 360,000 active | reporter increase, % at 12.5 µM | D54 ERlucT glycosylation luciferase reporter, 24 h; percent of 100 nM tunicamycin response | AID 588692;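 active means mean luciferase reporter signal, scaled so untreated is 0 and the glycosylation-blocking control 100, at or above a set limit in every replicate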;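 further: luciferase carries N-glycosylation sites so blocking glycosylation raises the light; 0% = median of neutral control wells and 100% = median of 100 nM tunicamycin wells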
TLR9-MyD88 block: inhibitors of human TLR9-MyD88 binding; 0.21% of 340,000 active; AID 504734; Q9NR96+Q99836; CHO BLA complementation TLR9-MyD88, CCF4 FRET ratio; inhibition, % at 4.98 µM;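 active means inhibition above the mean over all tested compounds plus 3 SD, cut at about 21% in these data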;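 further: 0% = DMSO only wells and 100% = clavulanate BLA inhibitor control wells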
NOD2 RIPK2 PPI: inhibitors of human NOD2-RIPK2 interaction. CHO BLA complementation NOD2-RIPK2, CCF4 ratio. O43353. 0.38% of 360,000 active. inhibition, % at 4.98 µM; in the data active means inhibition above about 21%;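 further: 0% = vehicle only and 100% = reference blocker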
H9c2 protect: protects H9c2 cardiomyocytes from peroxide injury. 0.63% of 360,000 active. protection from H2O2 cell death, % at 20 µM. H2O2 injury protection, ATPLite, 2 h. AID 588492;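 active means compounds giving at least 50% protection of heart cells from peroxide-induced death in the single-dose screen, raw or plate-pattern-corrected value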;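 further: 0% = DMSO wells with peroxide and 100% = DMSO wells without peroxide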
HTR2A ag: mouse HTR2A agonism via beta-arrestin recruitment; activation, % at 7.6 µM; 0.66% of 360,000 active; CHO-K1 mHTR2A beta-arrestin complementation, luminescence; percent of 30 µM serotonin response; P35363; AID 624169;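 active means activation above a run cutoff, the mean activation of all tested compounds plus 3 SD, cut at about 14% in these data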;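 further: 0% = plate median of compound wells and 100% = 30 µM serotonin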
Target sequence (P35363 whole entry, looked up): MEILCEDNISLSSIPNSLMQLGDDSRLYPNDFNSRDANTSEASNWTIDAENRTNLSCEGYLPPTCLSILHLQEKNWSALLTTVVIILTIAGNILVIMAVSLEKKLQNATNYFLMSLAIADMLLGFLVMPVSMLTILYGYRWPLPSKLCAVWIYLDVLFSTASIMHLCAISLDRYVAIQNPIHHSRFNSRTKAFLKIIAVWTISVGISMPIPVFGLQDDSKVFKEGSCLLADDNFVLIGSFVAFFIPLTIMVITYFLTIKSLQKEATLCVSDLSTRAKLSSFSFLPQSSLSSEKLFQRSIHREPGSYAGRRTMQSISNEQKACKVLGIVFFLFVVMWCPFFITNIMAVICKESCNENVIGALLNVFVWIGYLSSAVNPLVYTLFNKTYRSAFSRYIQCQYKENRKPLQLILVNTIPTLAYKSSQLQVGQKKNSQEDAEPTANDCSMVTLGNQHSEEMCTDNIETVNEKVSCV
The depositor's hits bear a star; . = no result given.

item	Compound	N-glyco inh	H9c2 protect	ABHD5-PLIN5 inh	ABCB6 inh MLPCN	TLR9-MyD88 block	HTR2A ag	MC4R ag barr	NCOA2 inhibitor	MC4R antagonist	NOD2 RIPK2 PPI
1	COc1cccc(OCC(=O)NN=C2c3ccccc3-c3ccccc32)c1	1	12	1	44*	-4	-1	65*	-5	-4	0
2	Cn1cc(-c2ccno2)c(C(=O)O)n1	0	-8	2	101	5	-2	-2.5	10	-6	-16
3	CC(C)NC1=C(Cl)C(=O)c2ccccc2C1=O	-6	-14	-26	103	-1	-4	0.5	-9	-24	0
4	c1cnc2c(Oc3ncnc4sccc34)cccc2c1	-1	1	4	100	6	6	0.1	-7	9	2
5	Cc1ccc(N(CC(=O)O)S(C)(=O)=O)cc1	2	2	-1	94	-8	0	0.6	-16	3	-1
6	O=C(NCc1ccc2c(c1)OCO2)C1CCCN1C(=O)Nc1ccc(F)cc1 (configuration not stated)	4	1	1	98	-7	2	2.4	-11	11	9
7	CCOc1ccc(CN2CCN(Cc3ccsc3)C(CCO)C2)cc1CO (configuration not stated)	-1	-3	4	93	2	0	-1.4	-9	10	-6
8	COc1cccc(CNC(=O)CCNC(=O)N2CCn3c2nc2ccccc23)c1	4	-5	-3	94	-1	6	-1.1	-7	2	-1
9	COc1ccc(CN(C)C[C@@H]2OCCCC[C@@H](C)Oc3ccc(N(C)C)cc3C(=O)N([C@H](C)CO)C[C@@H]2C)cc1	2	-3	4	96	-1	9	1.7	-9	-3	0
10	CC1(C)Nc2cccc3cccc(c23)N1	4	-7	4	96	-2	-5	-1.6	-20	-5	-6
11	COc1ccccc1-c1n[nH]nc1C1=CC(=O)CC(C)(C)C1	3	3	0	100	10	-6	-2.0	-14	4	12
12	Cc1c(NC(=O)c2cccc(NC(=O)COc3cccc(Br)c3)c2)c(=O)n(-c2ccccc2)n1C	0	-9	-2	102	-5	1	0.7	-4	10	-15
13	CC(=O)c1ccc(-n2c(SCC(=O)c3c[nH]c4ccccc34)nc3ccccc3c2=O)cc1	-3	13	16	98	-16	-9	-2.8	-34	23	-6
14	COc1cccc(C(=O)C2CCCN(C(=O)c3cccc(C#CC(C)(C)O)c3)C2)c1 (configuration not stated)	-1	1	-3	91	-7	-2	-0.8	0	22	-1
15	Cc1ccc(N(CC(=O)NCc2ccc3c(c2)OCO3)C(=O)CCC(=O)Nc2ccccn2)cc1	1	8	0	96	11	10	2.3	1	0	-8
16	O=C1C2C3C=CC(CC3)C2C(=O)N1/N=C/c1ccccc1O (configuration not stated)	0	0	5	92	-8	2	-0.8	-7	4	-2
17	CCNC(=O)C1(C)CCCN(Cc2csc(-c3ccc(Cl)cc3)n2)C1 (configuration not stated)	-8	6	-2	106	.	1	-0.3	-19	-3	-13
18	COc1cc2c(cc1OC)C(NC(=O)c1ccc(C)cc1)CC2=O (configuration not stated)	1	3	0	93	-6	9	0.1	27	6	-6
19	O=C(/C=C\c1ccco1)Nc1nc(-c2ccccc2)cs1	2	4	4	91	-12	5	-2.1	-33	0	0
20	Cc1cc(/C=C2\SC(=S)NC2=O)c(C)n1-c1ccc(O)cc1	-7	-13	3	102	-9	-3	-1.8	-71	14	5
21	CCN1C(=O)[C@H]2[C@@H](c3ccc(-c4ccc(OC)cc4)c(OC)c3)N3CCCC[C@@]3(C(=O)OC)[C@H]2C1=O	-4	0	6	102	-4	9	-1.3	-6	-1	9
22	CC1=C(C(=O)OCc2ccc3c(c2)OCO3)C(c2ccc(Cl)cc2)NC(=O)N1 (configuration not stated)	-13	6	-6	102	-4	-2	0.8	59*	-15	-5
23	Cc1cccnc1NC(=O)CCc1nnc2ccc(N3CCC4(CC3)OCCO4)nn12	0	8	-4	123	10	-6	-3.0	-11	1	-1
24	O=C(COC(=O)c1ccccn1)NCc1ccc(Cl)cc1Cl	1	-2	8	103	-5	8	-3.0	3	-1	1
25	CCOc1ccc(Cc2nnc(SCC(=O)Nc3ccc(OC)cc3)n(N)c2=O)cc1	0	14	2	96	-3	-6	-0.6	11	20	-1
26	COc1cc2c(cc1OC)C(c1ccc(-c3ccc(Cl)c(Cl)c3)o1)=NCC2	-3	-15	1	94	5	-9	0.8	28	-4	5
27	COc1ccccc1CCNC(=O)Nc1cccc([N+](=O)[O-])c1	-2	2	-1	119	-12	-5	-1.0	-33	13	-1
28	O=C(O)c1cccc2c1Cc1cc(Cl)ccc1-2	3	0	5	101	6	0	-1.2	-20	5	-16
29	COc1ccc(CN(CC2CCC(C(=O)O)CC2)C(=S)Nc2cc(C)cc(C)c2)cc1 (configuration not stated)	-1	-1	14	95	5	4	1.8	5	2	3
30	CN(C(=O)c1c[nH]c(=O)cc1C(F)(F)F)c1ccc(Cl)c(Cl)c1	0	3	6	100	6	-3	0.1	-15	13	5

(next part)
item	Compound	N-glyco inh	H9c2 protect	ABHD5-PLIN5 inh	ABCB6 inh MLPCN	TLR9-MyD88 block	HTR2A ag	MC4R ag barr	NCOA2 inhibitor	MC4R antagonist	NOD2 RIPK2 PPI
31	CCOC(=O)CSc1ccc(C(=O)Nc2ccc(Cl)cc2)cn1	4	-16	5	100	-9	1	0.0	-15	18	-1
32	COCCn1c(C)cc(C(=O)COC(=O)CNC(=O)c2ccco2)c1C	0	12	4	95	-8	7	-1.9	-10	-4	-3
33	O=C(Nc1cccc(-n2cnnn2)c1)c1ccoc1COc1ccc(Cl)cc1	-3	2	4	106	-4	-1	5.4	4	10	1
34	CCOc1ccccc1N(C(=O)CNS(=O)(=O)c1ccccc1)C(CC)C(=O)NCc1ccco1 (configuration not stated)	-2	2	13	97	-2	-5	-0.6	-8	16	-2
35	O=C(Cc1nc(-c2ccc([N+](=O)[O-])cc2)cs1)Nc1ccccc1	-1	-11	-1	102	5	-2	-1.0	1	13	-2
36	C/C(Cl)=C/Cn1c(=O)c2c(nc(Br)n2Cc2ccccc2)n(C)c1=O	-5	-8	3	105	-7	5	-0.6	2	-1	13
37	CC(OC(=O)CNC(=O)c1ccc(Cl)c(Cl)c1)C(=O)N1CCOCC1 (configuration not stated)	4	4	-3	103	3	2	-1.2	-21	20	-2
38	CCOC(=O)c1sc(N)c(C#N)c1CSc1nnc(C2CC2)n1N	1	10	-20	103	1	7	-0.9	14	11	-12
39	Cc1ccc(NS(=O)(=O)c2cccc(C(=O)OCC(=O)NCc3ccco3)c2)cc1	-2	6	9	107	-7	5	-0.6	23	-1	-14
40	O=C(Cn1c2c(c(-c3ccccc3Cl)cc1=O)CCC2)NCC1CCCO1 (configuration not stated)	-3	-5	-1	98	-5	6	0.5	4	9	-12
41	Nn1c(Nc2ccccc2)nc2ccccc21	0	-14	4	99	-16	-3	-1.4	-49	-5	7
42	CN(CCOc1ccccc1)CC(=O)Nc1ccc(Cl)cc1[N+](=O)[O-]	1	-6	-10	91	7	-1	-1.4	15	13	3
43	NC(=S)N/N=C/c1c[nH]c2ccc(OCc3ccccc3)cc12	-6	11	-11	99	-3	-3	0.2	.	-3	-3
44	Cc1ccc(CONC(=O)c2cccc(C)c2)cc1	-1	-10	1	93	-4	-3	-0.3	-57	1	-3
45	Cc1cccc(C)c1NC(=O)CNC(=O)c1cccc(S(=O)(=O)NCc2cccs2)c1	0	11	4	102	-1	-8	-0.1	11	3	4
46	Cc1ccc(CNC(=O)C2CCC(=O)N2Cc2ccc(C)cc2)cc1 (configuration not stated)	-1	0	-3	94	-1	4	-0.7	9	7	3
47	CC(=O)c1cnn(-c2cc(Oc3ccccc3C)ncn2)c1C	-1	-5	-3	107	-3	1	0.0	-18	-1	-12
48	c1cncc(Nc2nc(-c3cccs3)cs2)c1	0	-6	-12	94	5	-1	-1.5	.	-1	-9
49	CN(C)c1ccc(NC(=O)Cn2ncn3c(cc4ccccc43)c2=O)cc1	4	2	-6	100	-4	2	-0.3	7	5	3
50	CCCCn1nnnc1SCC(=O)N1CCN(C(=O)c2ccco2)CC1	0	-2	-4	89	-2	-4	-0.9	14	-2	3
51	Cc1ccc(CNC(=O)c2ccc(N3CCC4(CC3)CC(c3cccc(Br)c3)=NO4)c(N)c2)cc1	-5	-6	9	98	6	0	0.7	9	3	5
52	CCN(c1ccccc1)S(=O)(=O)c1ccc(Cl)c(C(=O)N(CC2CCCO2)C2CCS(=O)(=O)C2)c1 (configuration not stated)	-2	1	1	96	-4	8	-0.2	21	-1	-4
53	CC(=O)c1nn(-c2ccc(Br)cc2)cc1C(=O)c1ccco1	-2	2	-3	94	-3	5	1.5	8	4	4
54	CCN(CC)C(=O)c1[nH]cnc1C(=O)N[C@H](C)c1ccccc1	0	6	-11	98	-3	-3	-1.5	9	8	-3
55	Cc1cccc(NS(=O)(=O)c2c(C)n[nH]c2C)c1	2	2	2	103	-2	0	-0.3	9	-2	-4
56	COc1cc(/C=C/C(=O)OC(C)C(=O)Nc2c(C)n(C)n(-c3ccccc3)c2=O)ccc1OCC#N (configuration not stated)	-2	-3	1	98	2	4	0.9	10	-2	-7
57	COc1ccc(C(=O)c2c(C)c3cc(C)ccc3n2CC(O)CN2CCOCC2)cc1 (configuration not stated)	0	-3	4	103	9	3	-0.8	-2	-4	0
58	Cc1cc(C)c(S(=O)(=O)n2nc(C)c(Br)c2C)c(C)c1	2	0	6	96	-3	4	-1.6	9	9	-23
59	COc1ccc(NC(=S)N2CCC(C(=O)c3ccc(F)cc3)CC2)c(OC)c1	-2	4	-2	97	-3	-5	-1.5	-4	4	-2
60	CCN(CC)CCOC(=O)c1ccc(N/C=C(/C#N)c2nc(-c3ccc4c(c3)OCO4)cs2)cc1	-3	2	13	161	8	-4	0.7	4	-3	8

(further entries)
item	Compound	N-glyco inh	H9c2 protect	ABHD5-PLIN5 inh	ABCB6 inh MLPCN	TLR9-MyD88 block	HTR2A ag	MC4R ag barr	NCOA2 inhibitor	MC4R antagonist	NOD2 RIPK2 PPI
61	CC(=O)NC(c1cccc(F)c1)c1nc(-c2ccc3ccccc3c2)cs1 (configuration not stated)	-3	-6	6	100	.	-5	0.0	-22	2	-1
62	COCCCn1c(=S)[nH]c2sc3c(c2c1=O)CCCS3	3	7	-1	95	9	4	-2.5	-6	4	1
63	Cc1c(O)nc(SC2CC(=O)N(c3cc(Cl)cc(Cl)c3)C2=O)[nH]c1=O (configuration not stated)	2	0	-5	101	0	2	-0.7	30	7	-3
64	COc1cccc(C(=O)OCC(=O)Nc2ccc(N3CCOCC3)cc2)c1	3	4	-5	107	4	2	-0.8	9	-7	-1
65	CC(C)c1cccc(-c2csc(C(O)c3ccc(F)c(F)c3)n2)c1 (configuration not stated)	-2	-6	-22	98	.	4	-1.5	8	-2	11
66	O=C(Nc1ccc(Oc2ccccc2)cc1)c1csc(COCCO)n1	-1	-28	3	90	.	8	-0.2	-8	-3	-10
67	CCOC(=O)N1CCN(C(=O)COc2ccc3oc4c(c3c2)CCCC4)CC1	-3	2	-5	95	7	-10	-1.3	13	-2	-7
68	CC(C)N=C(NC#N)SCc1ccccc1F	3	-4	5	98	-7	3	0.7	-19	11	-4

Only part of the results is shown; count on the stated rates, not on these rows.
